Bioassay records (PubChem BioAssay)
HEK293 tox – cytotoxicity in counter-screen for GLP-1R inverse agonists; HEK293 cAMP-luciferase reporter cells, luminescence, 24 h; Potency, µM (series often up to 38.3 µM), inactives show at the highest dose activity change, negative = inhibition, usual class: inhibitors; hit rate 0.13% among 410,000;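 further: loss of luciferase light is scored as toxicity; potency means the concentration at half of the fitted maximal effect; on the % scale 0 is the no-effect control and ±100 the full control effect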
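Compound-treated cells are incubated 24 hr at 37 deg C under 5% CO2 after a 12 hour attachment period, then luciferase detection reagent is added and luminescence is measured following 12 min at room temperature; lowered signal indicates toxicity.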
FUS suppressor – FUS proteinopathy suppression in yeast; S. cerevisiae FUS-expressing, growth rescue, OD600, 24 h; Potency, µM (highest dose often 76.6 µM), without a hit: at the highest dose growth rescue (activation), actives largely listed as activators; hit rate 0.24% among 390,000; AID 1347120;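 further: potency means the concentration at half of the fitted maximal effect; plate controls were DMSO vehicle for no effect and reference control for full effect; nearly all actives have a fitted effect of over 55% in size; some results filed as inactive show a strong effect at the top dose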
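Yeast FUS proteinopathy model; galactose-induced FUS (2%), starting OD 0.005. Cpds in dilution series, 24hr, 30C, 99% humidity. Abs 600 nm growth. Pos ctrl CP55940 (top 92uM final); neg ctrl DMSO.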
TDP-43 yeast inh – rescues yeast growth from TDP-43 toxicity. TDP-43 expressing yeast growth rescue, BacTiter-Glo, 24 h. hit rate 1.8% among 410,000. Potency, µM (highest dose often 46.1 µM), inactives show top-dose growth rescue (activation), most hits filed as activators; further: potency means the concentration at half of the fitted maximal effect; % of control where 0% means no effect; nearly all actives have a fitted effect of over 50% in size
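Readout is BacTiter-Glo luminescence of cell growth, so inhibitors register as activators. TDP-43-expressing yeast at OD600=0.02 in galactose medium, after raffinose pregrowth to mid-log, were incubated with compound for 24 hr at 30 deg C.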
PTHR1 ag – PTHR1 (human) receptor agonism; Q03431; HEK293 GP2 PTHR1 cells, GloSensor cAMP luminescence, 1 h; Potency, µM (highest dose often 115 µM), for inactives: top-dose activation, most hits filed as activators; hit rate 0.075% among 410,000; AID 743266; further: potency means the concentration at half of the fitted maximal effect; nearly all actives have a fitted effect of over 55% in size; some results filed as inactive show a strong effect at the top dose; inactives centre near -15; many of its hits are not listed in these tables
Target sequence (Q03431 whole entry, looked up): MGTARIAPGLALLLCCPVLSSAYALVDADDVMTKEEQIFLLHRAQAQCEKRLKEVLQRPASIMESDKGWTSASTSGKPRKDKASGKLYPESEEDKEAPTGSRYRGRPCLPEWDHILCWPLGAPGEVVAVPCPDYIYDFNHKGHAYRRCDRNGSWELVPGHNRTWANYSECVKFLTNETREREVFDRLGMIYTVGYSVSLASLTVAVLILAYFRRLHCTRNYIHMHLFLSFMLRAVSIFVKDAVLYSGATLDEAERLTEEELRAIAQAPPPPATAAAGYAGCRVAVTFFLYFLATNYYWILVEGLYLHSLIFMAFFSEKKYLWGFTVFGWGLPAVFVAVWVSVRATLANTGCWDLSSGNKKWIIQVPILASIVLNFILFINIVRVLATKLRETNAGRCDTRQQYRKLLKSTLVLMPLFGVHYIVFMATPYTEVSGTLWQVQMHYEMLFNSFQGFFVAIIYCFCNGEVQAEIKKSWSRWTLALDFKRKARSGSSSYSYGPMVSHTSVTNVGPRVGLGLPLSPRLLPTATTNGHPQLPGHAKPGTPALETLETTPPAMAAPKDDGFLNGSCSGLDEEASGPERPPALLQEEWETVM
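HEK-293-derived GP2 cells expressing PTHR1 and a GloSensor cAMP reporter, 3,000/well, plated overnight, given luciferin plus IBMX (each 0.5 mM as added) for 1 h at 37 °C, then compound for 1 h at 37 °C. Luminescence was read after 15 min at room temperature.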
Mm-Cpn inhibitor – blocks the Methanococcus maripaludis chaperonin Mm-Cpn; hit rate 0.031% among 330,000; Potency, µM (titrated, usually from 76.9 µM), for the others: top-dose activity, negative = inhibition, usual class: inhibitors; purified Mm-Cpn ATPase, ADP Transcreener TR-FRET; further: potency means the concentration at half of the fitted maximal effect; on the % scale 0 is the no-effect control and ±100 the full control effect; nearly all actives have a fitted effect of over 80% in size
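Purified archaeal chaperonin (25 nM final) was preincubated with compound for 10 min at 37°C, then ATP (10 uM final) was added for 30 min at 37°C in Tris pH 7.4/KCl/MgCl2/DTT buffer. ADP was quantified by HTRF Transcreener TR-FRET.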
GLP-1R inv ag – acts as inverse agonist at human GLP-1 receptor; HEK293 GLP-1R CRE-luciferase, luminescence, 24 h; GLP-1R form is constitutively active; P43220; Potency, µM (doses to about 38.3 µM), without a hit: top-dose activity change, negative = inhibition, most hits filed as inhibitors; hit rate 1.6% among 410,000; further: potency means the concentration at half of the fitted maximal effect; on the % scale 0 is the no-effect control and ±100 the full control effect; nearly all actives have a fitted effect of over 55% in size
Target sequence (P43220 whole entry, looked up): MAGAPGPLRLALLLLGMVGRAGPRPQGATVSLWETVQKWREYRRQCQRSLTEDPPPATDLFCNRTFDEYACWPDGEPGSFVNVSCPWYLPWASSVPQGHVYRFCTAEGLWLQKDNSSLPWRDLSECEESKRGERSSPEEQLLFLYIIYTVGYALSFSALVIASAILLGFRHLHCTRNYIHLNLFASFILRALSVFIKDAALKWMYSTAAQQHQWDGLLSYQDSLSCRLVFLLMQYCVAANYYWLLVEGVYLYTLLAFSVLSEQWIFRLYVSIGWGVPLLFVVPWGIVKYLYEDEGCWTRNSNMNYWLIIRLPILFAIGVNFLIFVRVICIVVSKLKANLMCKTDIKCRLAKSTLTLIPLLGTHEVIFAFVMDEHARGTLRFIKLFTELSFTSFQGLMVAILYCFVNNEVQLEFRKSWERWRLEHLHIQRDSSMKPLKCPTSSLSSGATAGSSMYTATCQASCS
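Readout was luciferase luminescence, measured 12 min after detection reagent at room temperature. Beforehand, GLP-1R reporter HEK293 cells had sat 12 h, then received compounds for 24 hr at 37 deg C.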
aSyn yeast inh – rescues yeast growth from alpha-synuclein toxicity | Potency, µM (series often up to 46.1 µM), for inactives: top-dose growth rescue (activation), usual class: activators | Yeast expressing alpha-synuclein, growth rescue, BacTiter-Glo, 24 h | hit rate 0.14% among 370,000; further: potency means the concentration at half of the fitted maximal effect; % of control where 0% means no effect; nearly all actives have a fitted effect of over 65% in size
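Rescue of yeast growth: cells expressing toxic alpha-synuclein, induced in galactose at OD600 0.02, incubated with compound 24 h at 30 C. ATP luminescence quantified growth; inhibitors of toxicity appear as activators.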
Abeta yeast res – compounds reversing amyloid beta toxicity in yeast; yeast expressing A-beta42, growth rescue, OD600, 48 h; response scale: 0% DMSO, 100% iron-clioquinol control; Potency, µM (titrated, usually from 46.1 µM), for inactives: at the highest dose growth rescue, most hits filed as activators; hit rate 0.063% among 410,000; AID 1347071; further: potency means the concentration at half of the fitted maximal effect; nearly all actives have a fitted effect of over 55% in size
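Yeast growth medium received pinned compounds, then yeast cells expressing toxic A-beta were added; plates incubated at 30 C for 48 hr. Growth read as absorbance at 600 nm, normalized to DMSO and equimolar FeCl3 plus clioquinol controls.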
pAkt inh – inhibitors of Akt phosphorylation; Neuro2A IGF-stimulated pAkt S473 HTRF, 20 min; active compounds read low; AID 651550; activity change, % for hits at 50 µM; hit rate 0.32% among 360,000; in the data active means activity change below about -80%; inconclusive means mostly about -51% to -80%; further: on the % scale 0 is the no-effect control and ±100 the full control effect
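Neuro2A cells (4,500/well, DMEM with 0.5% FBS) were treated with compound at a single 50 µM final concentration, stimulated with 6 nM IGF for 20 min at 37 °C, and lysed. Phospho-Akt Ser473 was read by HTRF as 665/615 ratio ×10^4.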
* hit, by the source's call; i = inactive; ? = inconclusive; . = no result given; [ ] = remark or other dose. Unless noted, the call rests on the fitted dose curve; in most records, active means well fitted curve in the direction sought with a large enough effect; inconclusive means small, poorly fitted or top-dose-only effect, or another doubt; inactive means no such curve, though single readings can be large; an effect the other way counts as inactive or inconclusive. Some of the compounds tested, so the mix of outcomes need not match the whole.

no. | mol | HEK293 tox | FUS suppressor | TDP-43 yeast inh | PTHR1 ag | Mm-Cpn inhibitor | GLP-1R inv ag | aSyn yeast inh | Abeta yeast res | pAkt inh
1 | C#Cc1ccc(CN2CCC(Oc3cc(C(=O)NC4CC4)ccc3OC)CC2)cc1 | -4% | -5% | 2% | i | 0% | -4% | -6% | -24% | .
2 | CCCCN(CCCNC(=O)c1ccc2nc(N3CCOCC3)sc2c1)Cc1ccccc1 | ? | 18% | -10% | -21% | -2% | ? | -5% | -5% | i
3 | Nc1nc2ccccc2n1CCOc1ccccc1Cl | -16% | -6% | -5% | -25%[57.5 µM] | -2% | ? | -5% | 9% | i
4 | Cc1ccc(S(=O)(=O)N2CCN(C(=O)COC(=O)/C=C/c3ccc([N+](=O)[O-])cc3)CC2)c(C)c1 | 5% | -1% | 10% | -8% | -3% | 19% | -2% | 6% | i
5 | CC(C)=CCC/C(C)=C/CNC(=O)C[C@H]1C[C@H](C(=O)N2CCOCC2)[C@@]2(C)c3[nH]c4cc(CCC(=O)N(C)C)ccc4c3CCN2C1=O | 1% | 37% | 8% | -53%[inhibitor] | 2% | -16% | -1% | -1% | i
6 | COc1ccc(C(=O)NCC(c2ccccc2)N2CCCC2)cc1S(=O)(=O)N1CCOCC1 (stereo unspecified) | -8% | 2% | 8% | -28% | 1% | 9% | 0% | 4% | i
7 | CC1CN(C(=S)SCCN2C(=O)CCC2=O)CC(C)O1 (stereo unspecified) | 2% | 1% | -11% | -4% | 1% | -1% | 2% | 9% | i
8 | Cc1nc2ccccc2c2oc(C(=O)NCc3ccccn3)cc12 | 1% | 18% | -24% | i | -1% | 0% | -7% | 10% | i
9 | Nn1c(CSc2nc3ccccc3o2)nnc1CSc1nc2ccccc2o1 | -18% | 9% | -12% | 29%[57.5 µM] | -3% | -32% | 10% | 28% | i
10 | C/C(=N\N=c1/sc2ccccc2n1C)c1ccccn1 | ? | -17% | 25% | i | 0% | -14% | -10% | -5% | i
11 | COc1cc(Cl)c(C)cc1NC(C)C(=O)Nc1cc(C(F)(F)F)ccc1N1CCOCC1 (stereo unspecified) | -9% | 14% | 1% | i | 0% | ? | -6% | -9% | i
12 | COC(=O)c1c(NC(=O)c2cccc([N+](=O)[O-])c2)sc(C(N)=O)c1C | 18% | -6% | -18% | -8% | -6% | -18% | -6% | -3% | i
13 | O=C(CN1N=C(c2ccc(Cl)cc2)CCC1=O)NCc1cccnc1 | -7% | -4% | 8% | i | 0% | 27% | -8% | 10% | i
14 | Cc1cccc(CC(=O)Nc2c(C(=O)Nc3cccc(F)c3)oc3ccccc23)c1 | 4% | 9% | 12% | -4% | . | -6% | . | 1% | .
15 | N#CCS(=O)(=O)c1ccccc1 | -19% | -16% | 9% | i | -1% | 8% | -3% | 0% | i
16 | Cc1ccc(C(=O)C(C(=O)/C=C/c2ccccc2)=C2SCCCS2)cc1 | ? | 5% | -3% | -10%[57.5 µM] | -3% | 2µM* | 1% | 9% | i
17 | CN1CCc2c(sc(NC(=O)c3ccco3)c2C(N)=O)C1 | 4% | . | 13% | i | -1% | 20% | 1% | -2% | i
18 | O=C(N/N=C/c1ccco1)c1cc(-c2ccccc2)nc2ccccc12 | -10% | 29% | 1% | -1% | -1% | -12% | 0% | 6% | i
19 | O=C(O)COc1ccc(NC(=O)c2ccc3c(c2)C(=O)N(C2CCCCC2)C3=O)cc1 | 1% | 28% | -12% | i | 0% | 0% | -3% | 7% | i
20 | CCCc1nn2c(=O)cc(COC(=O)c3ccccc3NC(=O)C3CCCCC3)nc2s1 | 16% | 29% | 20% | i | . | 4% | . | -13% | .
21 | COc1ccc(C2C3=C(CCCC3=O)Nc3nc(SCc4ccccc4)nn32)cc1OC (stereo unspecified) | 8% | 2% | 7% | i | -4% | 1% | 2% | 9% | i
22 | N=c1c2c3c(sc2nc2n1CCCCC2)CCCCC3 | -14% | 4% | 4% | -4%[57.5 µM] | 2% | ? | 2% | -6% | i
23 | COC(=O)C1C(=O)C2=C(CC1C)NC(C)=C(C(=O)OC1CCCCC1)C2c1ccc(N(C)C)cc1 (stereo unspecified) | -16% | ? | -8% | -5% | -6% | 10µM* | -12% | -8% | i
24 | Cc1nn(C(C)C(=O)NCC2CCCO2)c(C)c1[N+](=O)[O-] (stereo unspecified) | 3% | 7% | 2% | i | -2% | 12% | -3% | -9% | i
25 | Cc1cc(N2CCC(C(=O)Nc3ccccc3Cl)CC2)n2nc(C)c(-c3ccc(Cl)cc3)c2n1 | -7% | -30% | 18% | -13% | . | 8% | . | 2% | .
26 | Cn1ccnc1/C(=N\NC(=O)c1ccc(O)cc1)c1cccc([N+](=O)[O-])c1 | 0% | 17% | -19% | i | -15% | 80%[activator] | -4% | -3% | i
27 | Cc1ccccc1OCC(=O)Nc1ccc(S(=O)(=O)Nc2onc(C)c2C)cc1 | -3% | 20% | -19% | 6% | 2% | -7% | -2% | -5% | i
28 | CCOC(=O)NC(=O)CSc1nc2ccc([N+](=O)[O-])cc2[nH]1 | 3% | 28% | 25% | i | 2% | 6% | -5% | -25% | i
29 | CC(C)Cn1c(CCC(=O)O)ccc1-c1cccs1 | 48%[activator] | ? | 1% | -9%[57.5 µM] | -5% | -2% | 2% | -14% | i
30 | CCCCOC(=S)NC(=O)c1sc2ccccc2c1Cl | ? | -8% | ? | 7% | -11% | ? | -8% | -3% | i
31 | CC/C(=N\Nc1ccccc1[N+](=O)[O-])c1ccc(O)cc1 | ? | 9% | -19% | -15% | 2% | ? | -6% | -3% | i
32 | CC1CCN(C(=O)COC(=O)c2cccc(S(=O)(=O)N3CCOCC3)c2)CC1 | 8% | -46% | 1% | -11% | . | 15% | -5% | -8% | i
33 | CC1=C(C(=O)Nc2ccccc2)C(c2ccccc2C)n2ncc(C(=O)Nc3ccccc3)c2N1 (stereo unspecified) | -7% | 25% | 26% | 3% | . | ? | . | 6% | .
34 | CCn1c(SCC(N)=O)nc2ccccc2c1=O | -15% | 1% | -16% | i | -1% | 44%[activator] | 0% | 14% | i
35 | COc1cc(OCc2ccccc2)c(CC(=O)O)c([N+](=O)[O-])c1 | 9% | 4% | 22% | -15% | . | -9% | 11% | 6% | i
36 | C=CCNc1nc(C)c(C(C)=O)cc1C#N | 20% | . | -6% | i | 0% | 0% | -6% | -19% | i
37 | COc1cc(/C=N/NS(=O)(=O)c2ccc(C)c([N+](=O)[O-])c2)cc([N+](=O)[O-])c1O | -17% | -21% | 7% | -5% | -4% | 31% | -9% | 16% | i
38 | CC(C)(C)c1ccc(S(=O)(=O)NC(=O)C2(C)CCN2C(=O)CC2CC2)cc1 (stereo unspecified) | -6% | 1% | 13% | i | . | -10% | 2% | -21% | i
39 | CC(C)N1CCc2c(sc(NC(=O)c3ccc(S(=O)(=O)N(C)C4CCCCC4)cc3)c2C(N)=O)C1 | 9% | 37% | 21% | i | . | ? | . | -3% | .
40 | O=C(CCn1c(=O)c2ccccc2n(Cc2cccc([N+](=O)[O-])c2)c1=O)N1CCc2ccccc2C1 | 2%[1.53 µM] | 26% | 4% | i | 1% | -17% | 3% | 8% | i

In a second layout: 2 of the compounds above
Sequence of screens – HEK293 tox | FUS suppressor | TDP-43 yeast inh | PTHR1 ag | Mm-Cpn inhibitor | GLP-1R inv ag | aSyn yeast inh | Abeta yeast res | pAkt inh
31	CC/C(=N\Nc1ccccc1[N+](=O)[O-])c1ccc(O)cc1
  ? | 9% | -19% | -15% | 2% | ? | -6% | -3% | i
32	CC1CCN(C(=O)COC(=O)c2cccc(S(=O)(=O)N3CCOCC3)c2)CC1
  8% | -46% | 1% | -11% | . | 15% | -5% | -8% | i

Next results follow.
no. | mol | HEK293 tox | FUS suppressor | TDP-43 yeast inh | PTHR1 ag | Mm-Cpn inhibitor | GLP-1R inv ag | aSyn yeast inh | Abeta yeast res | pAkt inh
41 | COc1cccc(-n2c(=O)c3sccc3n(CC(=O)NC3CCCC3)c2=O)c1 | -25% | 15% | 0% | -44% | 1% | -6% | -4% | -9% | i
42 | COc1cccc(NC(=O)N(Cc2cn(C)c3ccccc23)C2CCCCC2)c1 | ? | 21% | 19% | i | . | ? | . | 7% | .
43 | CC(=O)Nc1ccc(N2Cc3ccccc3C2)cc1 | -5% | 28% | -10% | ? | 1% | 1% | -5% | 3% | i
44 | COc1ccccc1OCc1ccc(C(=O)NCc2cccnc2)o1 | 9% | 19% | 22% | i | 0% | 16% | 2% | 20% | i
45 | CC12CCC(=O)N1C(C(=O)Nc1ccc(Cl)c(Cl)c1)CS2 (stereo unspecified) | -10% | 2% | 1% | -23% | -1% | ? | -6% | 25% | i
46 | CCOc1ccc(CNC(=O)Nc2ccc3c(c2)N(C)C(=O)c2ccccc2S3)cc1 | 1% | 35% | 0% | -69%[inhibitor] | . | -5% | . | -8% | .
47 | O=C(NC1CCCCC1)c1ccc(-c2ccc(Cl)cc2)o1 | -12% | 0% | 6% | -22% | -3% | ? | 14% | 8% | i
48 | CCc1ccc2[nH]c(=O)c(CN(CCCO)C(=O)NCc3ccccc3)cc2c1 | -12% | 27% | 1% | -7%[57.5 µM] | -5% | ? | -1% | 9% | i
49 | COc1ccc(CCNC(=O)c2ccc3c(c2)CCN3S(=O)(=O)c2ccc(C)cc2)cc1 | 1% | ? | 10% | -10% | . | ? | . | 5% | .
50 | CCC(C)Nc1nc(OCC(F)(F)F)nc(OCC(F)(F)F)n1 (stereo unspecified) | 3% | 26% | -18% | -37%[inhibitor][57.5 µM] | 1% | 6% | 0% | -2% | i
